Screening results deposited in PubChem by several laboratories.
Shn3 inh set2: reduces Shn3 3'UTR luciferase signal in osteoblasts | inhibition, % at 12.5 µM | hit rate 0.52% among 360,000 | Clone20 osteoblast Shn3 3'UTR firefly luciferase, 24 h;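 active means mean inhibition of at least 75% with every replicate also reaching 75%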;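 further: 0% = median of neutral control wells and 100% = pilot-screen positive control compound; some compounds past the cut are filed as inactive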
TRAIL sens C8: caspase-8 TRAIL sensitization. inhibition (viability loss, TRAIL sensitization), % at 10 µM. hit rate 1% among 360,000. NB7+C8 cells + TRAIL, ATPlite viability luminescence;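 active means compounds causing at least 50% loss of cell viability in the single-dose screen, relative to plate controls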
TWEAK-Fn14 inh: blocks TWEAK-Fn14 interaction in a reporter cell assay; TWEAK-stimulated Fn14 reporter cells, luciferase luminescence, 8 h; AID 1159606; inhibition, % at 10 µM; hit rate 2% among 360,000; in the data active means inhibition above about 50%
HIF-2a block: HIF-2a inhibition; AID 624352; 786-0 RCC cells HIF-2a reporter, luciferase luminescence, overnight; inhibition, % at 18.8 µM; hit rate 0.72% among 360,000;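 active means inhibition of the luminescence signal of 40% or more relative to plate controls, in a single-dose primary screen at 18.75 µM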
Peg3 promoter: inhibitors of Peg3 promoter; HeLa PEG-Prom luciferase reporter, luminescence, overnight; inhibition, % at 20 µM; hit rate 1.7% among 360,000; AID 588405;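 active means inhibition of at least 50% at 20 µM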
CF NFkB block: cystic fibrosis NF-kB activation inhibition; KKLEB NF-kB-GFP reporter, PAF-induced, GFP fluorescence overnight; inhibition, % at 5 µM; hit rate 0.86% among 360,000; AID 588850;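 active means at least 50% inhibition at 5 µM, scaled per plate between neutral and stimulator controls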;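 further: PAF is a Pseudomonas aeruginosa culture filtrate used as stimulus; plate controls were PAF-stimulated DMSO wells for no effect and unstimulated DMSO wells for full effect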
TRPM1 prom inh: MITF TRPM1 promoter inhibition in SK-MEL-5 cells. hit rate 0.83% among 330,000. SK-MEL-5 TRPM1 promoter luciferase, 24 h. AID 488899. inhibition, % at 12.5 µM;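 active means mean inhibition across replicates of 60% or more, whatever share of single replicates reaches that level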; further: values of inactives mirror those of a sister screen read the other way
TROY NFkB inh: blocks TROY-dependent signaling in reporter cells. Q293 LMP1-TROYcd NF-kB luciferase reporter, 4 h. inhibition, % at 10 µM. hit rate 0.98% among 360,000. AID 1347056;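 active means compounds whose plate-normalised and pattern-corrected inhibition of the luciferase reporter signal at the single screening dose is 50% or more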
KKLEB cytotox: reduces viability of KKLEB cystic fibrosis airway cells; activity change (cytotoxicity), % at 5 µM; KKLEB CF airway cells viability, ATPlite luminescence, overnight; stronger effect = lower value; cells stimulated with P. aeruginosa culture filtrate; hit rate 0.36% among 360,000;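 active means corrected activity change at or below -50% at 5 µM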
NR2E3 ag-1: agonists of human NR2E3 nuclear receptor; AID 602229; inhibition of corepressor binding, % at 3.98 µM; CHO-S Gal4-NCOR/VP16-NR2E3 two-hybrid, luciferase; hit rate 0.35% among 360,000; Q9Y5X4;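 active means inhibition above the mean of all tested compounds plus 3 SD, cut at about 70% in these data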;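 further: 0% = DMSO with NR2E3 transfected cells and 100% = cells lacking NR2E3 construct; higher means lower luciferase signal from less NR2E3 corepressor binding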
Target sequence (Q9Y5X4 whole entry, looked up, the tested form may be a part): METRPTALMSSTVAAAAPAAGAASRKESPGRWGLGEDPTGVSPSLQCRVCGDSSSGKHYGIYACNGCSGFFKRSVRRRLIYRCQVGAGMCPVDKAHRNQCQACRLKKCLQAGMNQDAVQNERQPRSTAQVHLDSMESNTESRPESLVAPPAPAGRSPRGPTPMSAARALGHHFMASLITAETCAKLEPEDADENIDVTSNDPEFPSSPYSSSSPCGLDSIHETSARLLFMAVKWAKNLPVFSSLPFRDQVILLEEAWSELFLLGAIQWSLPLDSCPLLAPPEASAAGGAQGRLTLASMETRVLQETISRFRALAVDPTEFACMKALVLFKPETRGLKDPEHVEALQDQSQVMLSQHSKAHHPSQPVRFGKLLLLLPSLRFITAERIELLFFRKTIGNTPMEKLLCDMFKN
NR2E3 ag-2: activates human photoreceptor nuclear receptor NR2E3. inhibition of corepressor binding, % at 4.78 µM. GST-NR2E3/biotin-RetCOR TR-FRET, 1536-well. hit rate 0.12% among 320,000. AID 2300. Q9Y5X4;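 active means percent inhibition above the cutoff of mean plus 3 SD of all tested compounds, set per screening campaign, cut at about 20% in these data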;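 further: 0% = DMSO wells and 100% = biotin wells as full block of FRET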
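Material: NR2E3–RetCOR corepressor complex | Quantity: 1.35 nM GST-tagged NR2E3 final | Schedule: 5 h at 4 °C | Replication: Singlicate compound wells | Reagent: RetCOR corepressor, biotinylated, 7 nM | Controls: Biotin wells as high control, 0.6% DMSO wells as low control | Signal: TR-FRET, Eu(K)-anti-GST donor, streptavidin-D2 acceptor, ex 340, em 617/671 nm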
Active calls of the source: *.

For CCc1ccccc1NC(=O)c1ccc(F)c(S(=O)(=O)N2CCC(C(N)=O)CC2)c1 the results were Shn3 inh set2 -3, TRAIL sens C8 -2, TWEAK-Fn14 inh -4, HIF-2a block 13, Peg3 promoter -2, CF NFkB block -9, TRPM1 prom inh 9, TROY NFkB inh -1, KKLEB cytotox 5, NR2E3 ag-1 9 and NR2E3 ag-2 4.
Screening Cc1cc(C)cc(N(CC(=O)Nc2cccc(C)c2C)S(=O)(=O)c2c(C)[nH]c(=O)[nH]c2=O)c1 returned Shn3 inh set2 1, TRAIL sens C8 -11, TWEAK-Fn14 inh -16, HIF-2a block 9, Peg3 promoter 20, CF NFkB block 9, TRPM1 prom inh -14, TROY NFkB inh -2, KKLEB cytotox -1, NR2E3 ag-1 -5 and NR2E3 ag-2 0.
For Cc1ccc(C)c(COC(=O)c2cc([N+](=O)[O-])ccc2N2CCOCC2)c1 the results were Shn3 inh set2 -25, TRAIL sens C8 23, TWEAK-Fn14 inh -7, HIF-2a block 8, Peg3 promoter 30, CF NFkB block 25, TRPM1 prom inh -2, TROY NFkB inh 19, KKLEB cytotox -25, NR2E3 ag-1 -3 and NR2E3 ag-2 0.
`COc1ccc(C)cc1NC(=O)C1CCCCN1S(=O)(=O)c1ccccc1` (stereo not drawn) gave Shn3 inh set2 3, TRAIL sens C8 -4, TWEAK-Fn14 inh 1, HIF-2a block 7, Peg3 promoter 27, CF NFkB block 18, TRPM1 prom inh 12, TROY NFkB inh 10, KKLEB cytotox -14 and NR2E3 ag-1 -9.
`C[N+]1(CCOC(=O)C2(c3ccccc3)CCCC2)CCCCC1` gave Shn3 inh set2 -6, TRAIL sens C8 5, TWEAK-Fn14 inh 6, HIF-2a block 4, Peg3 promoter 3, CF NFkB block 12, TRPM1 prom inh -4, TROY NFkB inh 25, KKLEB cytotox -3, NR2E3 ag-1 9 and NR2E3 ag-2 4.
`COCc1[nH][nH]c(=O)c1C=Nc1ccc(F)cc1F` gave Shn3 inh set2 -9, TRAIL sens C8 10, TWEAK-Fn14 inh -13, HIF-2a block 7, Peg3 promoter 14, CF NFkB block 5, TRPM1 prom inh 1, TROY NFkB inh -11, KKLEB cytotox -20, NR2E3 ag-1 15 and NR2E3 ag-2 1.
For Cc1nc2n[nH]c(N)c2c2c1COC(C)(C)C2 the results were Shn3 inh set2 -17, TRAIL sens C8 -25, TWEAK-Fn14 inh 8, HIF-2a block 3, Peg3 promoter 2, CF NFkB block 13, TRPM1 prom inh -7, TROY NFkB inh 3, KKLEB cytotox -10, NR2E3 ag-1 -7 and NR2E3 ag-2 1.
Screening Cn1c(CO)cnc1SCc1ccc([N+](=O)[O-])cc1 returned Shn3 inh set2 -16, TRAIL sens C8 11, TWEAK-Fn14 inh 9, HIF-2a block -4, Peg3 promoter -4, CF NFkB block 23, TRPM1 prom inh 0, TROY NFkB inh -17, KKLEB cytotox -6, NR2E3 ag-1 -8 and NR2E3 ag-2 3.
COc1ccc(Cl)c2sc(N3CCN(C(=O)C4=COCCO4)CC3)nc12 was read as Shn3 inh set2 11, TRAIL sens C8 11, TWEAK-Fn14 inh 0, HIF-2a block 7, Peg3 promoter 22, CF NFkB block -7, TRPM1 prom inh -10, TROY NFkB inh -3, KKLEB cytotox 5, NR2E3 ag-1 -14 and NR2E3 ag-2 4.
For OCCC1CN(Cc2ccc3cc(Cl)ccc3n2)CCN1Cc1ccsc1 (stereo not drawn) the results were Shn3 inh set2 14, TRAIL sens C8 6, TWEAK-Fn14 inh 6, HIF-2a block 7, Peg3 promoter 8, CF NFkB block 5, TRPM1 prom inh 14, TROY NFkB inh -8, KKLEB cytotox 2, NR2E3 ag-1 18 and NR2E3 ag-2 6.
For NC(=O)NC(=O)COC(=O)c1sc2ccccc2c1Cl the results were Shn3 inh set2 -27, TRAIL sens C8 1, TWEAK-Fn14 inh -8, HIF-2a block 14, Peg3 promoter -7, CF NFkB block -2, TRPM1 prom inh 15, TROY NFkB inh -11, KKLEB cytotox 6, NR2E3 ag-1 -28 and NR2E3 ag-2 2.
For COC(=O)C1(CC2CC(c3cccc(Br)c3)=NO2)CCN(C(=O)OC(C)(C)C)CC1 (stereo not drawn) the results were Shn3 inh set2 13, TRAIL sens C8 30, TWEAK-Fn14 inh -22, HIF-2a block 15, Peg3 promoter -3, CF NFkB block 26, TRPM1 prom inh -4, TROY NFkB inh 20, KKLEB cytotox -9, NR2E3 ag-1 -6 and NR2E3 ag-2 2.
Cc1cc(OCc2ccc(C(=O)n3cccn3)o2)ccc1Cl was read as Shn3 inh set2 -30, TRAIL sens C8 22, TWEAK-Fn14 inh -10, HIF-2a block -164, Peg3 promoter -194, CF NFkB block 6, TRPM1 prom inh -7, TROY NFkB inh -44, KKLEB cytotox -9, NR2E3 ag-1 -110 and NR2E3 ag-2 3.
For COc1cccc(CN2C(=O)Nc3ccccc3C(=O)N2C(C)(C)C)c1 the results were Shn3 inh set2 -3, TRAIL sens C8 -16, TWEAK-Fn14 inh -11, HIF-2a block 8, Peg3 promoter 25, CF NFkB block -11, TRPM1 prom inh 6, TROY NFkB inh -7, KKLEB cytotox -5, NR2E3 ag-1 -18 and NR2E3 ag-2 3.
`CC(=O)c1cc(NC(=O)c2ccccc2)c(=O)oc1C` gave Shn3 inh set2 -1, TRAIL sens C8 -13, TWEAK-Fn14 inh -40, HIF-2a block -10, Peg3 promoter 5, CF NFkB block -5, TRPM1 prom inh 1, TROY NFkB inh 2, KKLEB cytotox 6, NR2E3 ag-1 -25 and NR2E3 ag-2 -5.

Reprinted from above for reference:
For COc1cccc(CN2C(=O)Nc3ccccc3C(=O)N2C(C)(C)C)c1 the results were Shn3 inh set2 -3, TRAIL sens C8 -16, TWEAK-Fn14 inh -11, HIF-2a block 8, Peg3 promoter 25, CF NFkB block -11, TRPM1 prom inh 6, TROY NFkB inh -7, KKLEB cytotox -5, NR2E3 ag-1 -18 and NR2E3 ag-2 3.
`CC(=O)c1cc(NC(=O)c2ccccc2)c(=O)oc1C` gave Shn3 inh set2 -1, TRAIL sens C8 -13, TWEAK-Fn14 inh -40, HIF-2a block -10, Peg3 promoter 5, CF NFkB block -5, TRPM1 prom inh 1, TROY NFkB inh 2, KKLEB cytotox 6, NR2E3 ag-1 -25 and NR2E3 ag-2 -5.

The list continues:
Screening O=C(NC(=S)Nc1ccccc1O)c1cccnc1 returned Shn3 inh set2 -18, TRAIL sens C8 -14, TWEAK-Fn14 inh -25, HIF-2a block -25, Peg3 promoter -3, CF NFkB block 14, TRPM1 prom inh 4, TROY NFkB inh 0, KKLEB cytotox 1, NR2E3 ag-1 -56 and NR2E3 ag-2 3.
Screening O=C(COC(=O)c1ccccc1SCC(=O)NC1CCS(=O)(=O)C1)NC1CCS(=O)(=O)C1 (stereo not drawn) returned Shn3 inh set2 -16, TRAIL sens C8 -4, TWEAK-Fn14 inh -4, HIF-2a block 17, Peg3 promoter 10, CF NFkB block -17, TRPM1 prom inh 4, TROY NFkB inh -2, KKLEB cytotox 4, NR2E3 ag-1 -8 and NR2E3 ag-2 4.
Screening C=CCN(c1ccccc1OC)S(=O)(=O)c1cccc(C(=O)OCC(=O)c2c(N)n(C)c(=O)n(C)c2=O)c1 returned Shn3 inh set2 48, TRAIL sens C8 21, TWEAK-Fn14 inh 30, HIF-2a block -15, Peg3 promoter 21, CF NFkB block -10, TRPM1 prom inh 22, TROY NFkB inh 48, KKLEB cytotox 16 and NR2E3 ag-1 -5.
Screening CC(C)(CO)NC(=O)Nc1ccc(Cl)c(Cl)c1 returned Shn3 inh set2 9, TRAIL sens C8 -4, TWEAK-Fn14 inh -21, HIF-2a block -1, Peg3 promoter 8, CF NFkB block 1, TRPM1 prom inh 5, TROY NFkB inh -14, KKLEB cytotox 3, NR2E3 ag-1 40 and NR2E3 ag-2 2.
`COc1ccc(C(=O)NC(=O)CSc2n[nH]c(N)n2)cc1` gave Shn3 inh set2 -7, TRAIL sens C8 -11, TWEAK-Fn14 inh -7, HIF-2a block 7, Peg3 promoter -4, CF NFkB block -21, TRPM1 prom inh -17, TROY NFkB inh -6, KKLEB cytotox 5 and NR2E3 ag-1 -7.
`O=C(CSc1nc(-c2ccco2)cc(C(F)(F)F)n1)Nc1ccc(C(=O)N2CCOCC2)cc1` gave Shn3 inh set2 37, TRAIL sens C8 -2, TWEAK-Fn14 inh 23, HIF-2a block 11, Peg3 promoter 19, CF NFkB block 4, TRPM1 prom inh 11, KKLEB cytotox 11, NR2E3 ag-1 1 and NR2E3 ag-2 -1.
`CSc1nsc(SCc2ccc(Cl)cc2)n1` gave Shn3 inh set2 -2, TRAIL sens C8 1, TWEAK-Fn14 inh -3, HIF-2a block -111, Peg3 promoter -21, CF NFkB block -22, TRPM1 prom inh -22, TROY NFkB inh -17, KKLEB cytotox 8, NR2E3 ag-1 15 and NR2E3 ag-2 3.
O=C(CCC(=O)c1ccc(Cl)cc1)OCC(=O)c1ccccc1 was read as Shn3 inh set2 -19, TRAIL sens C8 6, TWEAK-Fn14 inh -1, HIF-2a block 9, Peg3 promoter 10, CF NFkB block 11, TRPM1 prom inh -3, TROY NFkB inh -1, KKLEB cytotox -6, NR2E3 ag-1 -17 and NR2E3 ag-2 -1.
Screening CC(=O)N1CCc2c(sc(NC(=O)C3CCCCC3)c2C(N)=O)C1 returned Shn3 inh set2 -27, TRAIL sens C8 3, TWEAK-Fn14 inh 8, HIF-2a block -23, Peg3 promoter -10, CF NFkB block 10, TRPM1 prom inh -17, TROY NFkB inh -31, KKLEB cytotox -2, NR2E3 ag-1 4 and NR2E3 ag-2 1.
For COC(=O)c1cc(=O)n(CCc2ccccc2F)c(=Nc2ccc(F)c(Cl)c2)s1 the results were Shn3 inh set2 80, TRAIL sens C8 -13, TWEAK-Fn14 inh 28, HIF-2a block 91*, Peg3 promoter 91*, CF NFkB block 36, TROY NFkB inh -20, KKLEB cytotox -28, NR2E3 ag-1 -53 and NR2E3 ag-2 4.
`C#CCOCCOCCOCCNc1nc(N2CCN(C(=O)CCCCCCCCCCNC(=O)[C@H]([C@@H](C)CC)n3cc(CCCCCN)nn3)CC2)nc(N2CCN(C(=O)CCCCCCCCCCNC(=O)[C@H](CCCCN)n3cc(CCCC(=O)O)nn3)CC2)n1` gave Shn3 inh set2 -15, TRAIL sens C8 -21, TWEAK-Fn14 inh -24, HIF-2a block -8, Peg3 promoter -27, CF NFkB block -30, TRPM1 prom inh -5, TROY NFkB inh 2, KKLEB cytotox 31, NR2E3 ag-1 -3 and NR2E3 ag-2 4.
For CCOC(=O)NC(=O)CSc1ccc(S(=O)(=O)N2CCCCC2)cn1 the results were Shn3 inh set2 -11, TRAIL sens C8 3, TWEAK-Fn14 inh 6, HIF-2a block 3, Peg3 promoter -11, CF NFkB block -39, TRPM1 prom inh 4, TROY NFkB inh 23, KKLEB cytotox -4 and NR2E3 ag-1 15.
Cc1ccc(-c2cccc(C(=O)NCc3ccccc3)n2)c2ccccc12 was read as Shn3 inh set2 3, TRAIL sens C8 -1, TWEAK-Fn14 inh -9, HIF-2a block 2, Peg3 promoter 16, CF NFkB block 53*, TRPM1 prom inh 3, TROY NFkB inh 2, KKLEB cytotox -13, NR2E3 ag-1 -3 and NR2E3 ag-2 -1.

The list is partial (hit frequency here may not be typical).
